# Assay outcomes from PubChem BioAssay.
# A549 viability – Nrf2 qHTS screen for inhibitors: counterscreen for cytotoxicity. A549 ARE-Fluc cells, CellTiter-Fluor viability, 18-24 h. AID 504648, 2011. Potency, µM (series often up to 46 µM), without a hit: at the top dose activity change, negative = cytotoxicity, hits mostly inhibitors. 0.16% of 390,000 active; also: potency is read from the fitted curve at half-maximal effect; % is scaled to controls: 0 for no effect and ±100 for the full control effect
#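 Cytotoxicity counterscreen: CellTiter-Fluor fluorescence was measured in A549 ARE_Fluc cells after 18-24 h of compound exposure in a concentration series. The subsequent BugLite luminescent read reports ARE-luciferase activity.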
# HepG2 tox – qHTS for Inhibitors of TGF-b: Cytotox Counterscreen | HepG2 CAGA-GFP viability, ATP luminescence, 18 h | Potency, µM (doses to about 46.1 µM), for the others: at the highest dose activity change, negative = cytotoxicity, usual class: cytotoxic | 0.76% of 410,000 active | AID 588856, 2011; also: potency is read from the fitted curve at half-maximal effect; some results filed as inactive show a strong effect at the top dose
#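 HepG2 CAGA-GFP cells (1000/well, DMEM with 1% FBS) received compound, then TGF-beta at 500 pg/mL final, and were incubated 18 hours at 37 degrees C. Viability was read by CellTiter-Glo luminescence. Media-only wells were set as complete cell-killing and DMSO as no toxicity.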
# Nrf2 inh – Nrf2 qHTS screen for inhibitors; 2.1% of 360,000 active; AID 504444, 2011; Potency, µM (top dose mostly 46 µM), inactives show top-dose activity change, negative = inhibition, hits mostly inhibitors; A549 ARE-Fluc reporter, luciferase luminescence, 18-24 h; also: potency is read from the fitted curve at half-maximal effect; % is scaled to controls: 0 for no effect and ±100 for the full control effect; nearly all actives have a fitted effect of over 60% in size
#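 In this cell-based qHTS, ARE-driven firefly luciferase in A549 cells reports Nrf2 activity; the luminescent signal after BugLite lysis is the measured value, with a prior CellTiter-Fluor read for cell health.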
# TGFb SMAD3 inh – qHTS for Inhibitors of TGF-b; HepG2 CAGA-GFP TGF-b/SMAD3 reporter, GFP fluorescence, 18 h; TGF-beta stimulated, 500 pg/mL final; Potency, µM (titrated, usually from 46.1 µM), without a hit: top-dose activity, negative = inhibition, actives largely listed as inhibitors; 1.2% of 410,000 active; AID 588855, 2011; also: potency is read from the fitted curve at half-maximal effect; % is scaled to controls: 0 for no effect and ±100 for the full control effect; nearly all actives have a fitted effect of over 65% in size
#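 HEPG2 CAGA-GFP reporter cells (1000/well, DMEM with 1% FBS) received compounds, then recombinant TGF-beta at 500 pg/mL final for 18 hours at 37 degrees C. Per-cell GFP summed per well was normalised to unstimulated and stimulated DMSO controls before curve fitting.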
# CCT chaperon mod – High-Throughput Screening for Modulators of Cytosolic Chaperonin Activity. purified chaperonin ATPase assay, HTRF ADP detection, 30 min. activity change, % (concentration not given with the values), hits read low. 0.3% of 360,000 active; in the data active = activity change below about -30%; also: % is scaled to controls: 0 for no effect and ±100 for the full control effect
#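 First, chaperonin was dispensed at 40 nM or 20 nM final depending on batch activity. Next, compounds were pinned at 76 uM and ATP added at 10 uM. After 30 min at 37 °C, ADP detection reagents ran 30 min at ambient temperature.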
# Nrf2 activator – qHTS of Nrf2 Activators; AREc32 ARE-luciferase reporter (MCF7-derived line), luminescence, 24 h; Potency, µM (top dose mostly 46.1 µM), for inactives: top-dose activation, hits mostly activators; 0.31% of 410,000 active; also: potency is read from the fitted curve at half-maximal effect; % of control where 0% means no effect; nearly all actives have a fitted effect of over 65% in size
#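 Reporter line AREc32 (ARE-Fluc), seeded overnight in OPTI-MEM with 5% FBS; compound pin-transferred, 24 hr at 37 deg C, 5% CO2; luminescent read-out.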
# Akt phos inh – HTS Assay for Inhibitors of Akt Phophorylation: Primary Screen. AID 651550, 2012. 0.32% of 360,000 active. Neuro2A IGF-stimulated pAkt S473 HTRF, 20 min; hits give low values. activity change, % for hits at 50 µM; in the data active = activity change below about -80%; inconclusive = mostly about -51% to -80%; also: % is scaled to controls: 0 for no effect and ±100 for the full control effect
#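 Neuro2A cells in DMEM with 0.5% FBS, overnight at 37 deg C, given compound at single 50 µM final, then IGF (6 nM final) for 20 min at 37 deg C. Lysed; phospho-Akt Ser473 by HTRF after 24 h, 665/615 ratio.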
# ATXN viability – Viability Counterscreen for Primary qHTS for Inhibitors of ATXN expression; 0.49% of 400,000 active; Potency, µM (series often up to 56.7 µM), most hits filed as cytotoxic; S2 cells (HEK-293 line with an ATXN2-luciferase reporter) viability, CellTiter-Fluor protease fluorescence, 24 h; AID 651635, 2014; also: potency is read from the fitted curve at half-maximal effect; nearly all actives have a fitted effect of over 40% in size
# Mm-Cpn inhibitor – Inhibitors of TCP-1 ring complex (TRiC) of Methanococcus maripaludis (MmCpn): qHTS. Chaperonin Mm-Cpn (Methanococcus maripaludis). purified Mm-Cpn ATPase, ADP Transcreener TR-FRET. Potency, µM (series often up to 76.9 µM), for inactives: top-dose activity, negative = inhibition, most hits filed as inhibitors. 0.031% of 330,000 active; also: potency is read from the fitted curve at half-maximal effect; % is scaled to controls: 0 for no effect and ±100 for the full control effect; nearly all actives have a fitted effect of over 80% in size
#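 Compound-treated chaperonin, 25 nM final, turns over 10 uM ATP at 37°C for 30 min following a 10 min preincubation; ADP generated competes with ADP-d2 for Eu-cryptate antibody, lowering FRET.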
# Active calls of the source: *; i = inactive; ? = inconclusive; . = not tested or not shown. Unless noted, calls follow the shape of the dose curve; as a rule, active = well fitted curve in the direction sought with a large enough effect; inconclusive = small, poorly fitted or top-dose-only effect, or another doubt; inactive = no such curve, though single readings can be large; an effect the other way counts as inactive or inconclusive.
SMILES,A549 viability,HepG2 tox,Nrf2 inh,TGFb SMAD3 inh,CCT chaperon mod,Nrf2 activator,Akt phos inh,ATXN viability,Mm-Cpn inhibitor
COc1ccccc1N1CCN(C(c2cc3ccc(C)cc3[nH]c2=O)c2nnnn2C2CCCC2)CC1 (centres undefined),-11%,-3%,-27%,1%,-3.2,-0.1%,i,i,0%
O=C(O)CC(Cc1ccccc1)C(=O)Nc1ccc([N+](=O)[O-])cc1 (centres undefined),1%,-2%,-5%,0%,-3.5,-0.1%,i,i,1%
O=C1CC(Sc2ncccn2)C(=O)N1c1ccccc1C(F)(F)F (centres undefined),10%,-2%,10%,-1%,0.2,4.3%,i,i,-4%
CCc1cccc(C)c1NC(=O)CCn1nc(C)c2c(C)n(-c3ccccc3)nc2c1=O,6%,0%,-18%,5%,.,-0.8%,.,i,.
N#Cc1ccc(C2=CC(=O)C[C@H](c3ccc(F)cc3)C2)cc1,4%,23%,9%,-10%,0.0,2.6%,i,i,-5%
c1ccc(COc2cccc(-c3cc4nc(NCc5ccc6c(c5)OCO6)ccn4n3)c2)cc1,.,-28%,.,-6%,1.1,3.1%,i,i,.
Cc1ccc(-c2nnc(-c3ccc(Br)cc3)o2)o1,4%,-15%,26%,23%,2.4,4.0%,i,i,1%
CC(C)[C@H](NC(=O)N1CC(=O)Nc2ccccc21)C(=O)Nc1nccs1,0%,1%,-9%,6%,-0.2,1.7%,i,i,-2%
CCCCOC(=O)CCn1[nH]c(=O)c2ccccc2c1=O,-3%,-2%,-7%,18%,-2.7,0.1%,i,i,-4%
CCCC(=O)c1cc2c(cc1NC(=O)CC)OCCO2,1%,4%,-7%,22%,-2.8,0.4%,i,i,-2%
Nc1nc(=O)n(C2CCCO2)cc1Br (centres undefined),1%,0%,3%,?,2.5,0.2%,i,i,.
COc1ccccc1CNC(=O)CN1C(=O)CSc2c1c(C)nn2-c1ccccc1,-1%,1%,?,-4%,.,-1.4%,.,i,.
CN1CCN(c2ccc(NC(=O)c3ccc(C#N)cc3F)cc2Cl)CC1,1%,-16%,5%,-2%,0.3,-0.5%,i,i,-1%
O=S(=O)(c1ccc(F)cc1)N1CCN(CCOc2ccccc2)CC1,-4%,5%,-3%,7%,0.3,0.2%,i,i,-2%
COc1ccc(C(C)NCCC(c2ccc(OC(C)C)cc2)c2ccccc2OC)cc1 (centres undefined),-6%,13µM*,?,11µM*,0.5,-2.5%,i,.,0%

# The last 2 compounds of the part before open the next one.
SMILES,A549 viability,HepG2 tox,Nrf2 inh,TGFb SMAD3 inh,CCT chaperon mod,Nrf2 activator,Akt phos inh,ATXN viability,Mm-Cpn inhibitor
O=S(=O)(c1ccc(F)cc1)N1CCN(CCOc2ccccc2)CC1,-4%,5%,-3%,7%,0.3,0.2%,i,i,-2%
COc1ccc(C(C)NCCC(c2ccc(OC(C)C)cc2)c2ccccc2OC)cc1 (centres undefined),-6%,13µM*,?,11µM*,0.5,-2.5%,i,.,0%
COC(=O)c1cc(OC)c(OC)cc1NC(=O)c1ccc(C)cc1,-5%,10%,-21%,3%,-3.9,-0.6%,i,i,0%
NC(=O)c1nsc(C(=O)N(Cc2ccco2)C(C(=O)NC2CCCC2)c2ccc(O)cc2)c1N (centres undefined),1%,-8%,5%,?,2.6,0.4%,i,i,0%
CCCCS(=O)CC(COc1ccc(Cl)cc1)OC(=O)c1ccccc1 (centres undefined),-3%,1%,2%,-7%,2.6,-0.2%,i,i,-2%
COc1ccc(C2C(C#N)=C(SC)NC3=C2C(=O)CC(C)(C)C3)cc1 (centres undefined),10%,-14%,4%,10%,-1.7,-0.1%,i,?,-2%
COc1ccc(C(CNC(=O)Cc2ccccc2F)N2CCCCC2)cc1 (centres undefined),-14%,8%,10%,-1%,-1.2,0.3%,i,i,-3%
Cc1csc2nc(-c3cccc(NS(C)(=O)=O)c3)cn12,9%,-12%,.,0%,.,3.2%,.,i,.
O=C(Nc1cccc(Cl)c1Cl)C1CCN(C(=O)c2cccs2)CC1,-5%,-33%,-3%,-24%,-3.0,0.0%,i,?,1%
CCOc1ccccc1C1CC(=O)NC(SCC(=O)Nc2nccs2)=C1C#N (centres undefined),3%,-4%,-4%,23%,-1.2,-0.1%,i,i,-2%
COc1ccccc1CNC(=O)CCCN1C(=O)COc2ccc(C)cc21,0%,8%,?,-13%,-2.6,-0.7%,i,?,3%
Cc1ccc(CSc2ncc(Cl)c(C(=O)NCCc3ccc(S(N)(=O)=O)cc3)n2)cc1,0%,-37%,-23%,?,.,5.9%,.,i,.
CCN(CC)C(=O)Cn1c(=O)nc(-c2ccccc2F)c2cc(Cl)ccc21,0%,3%,.,3%,.,-0.5%,.,.,.
O=C1C2C3C=CC([C@@H]2C(=O)N1C1CC1)[C@H]1C(=O)N(C2CC2)C(=O)C31 (some centres undefined),-1%,-8%,7%,12%,-1.7,0.4%,i,i,1%
O=C(/C=C/c1ccc(S(=O)(=O)N2CCOCC2)cc1)NCc1ccccc1,1%,9%,-4%,6%,0.3,-1.4%,i,i,0%
Cc1nc2sc(C(c3ccc(Br)cc3)N3CC(C)OC(C)C3)c(O)n2n1 (centres undefined),3%,-8%,-6%,2%,1.1,3.2%,i,i,-3%
CC(C(=O)NCc1ccco1)n1ccc2cc(S(=O)(=O)N3CCCC3)ccc21 (centres undefined),-5%,-11%,-11%,?,-24,0.0%,i,i,2%
CCCCc1nc2cc(C(=O)N3CCCCC3CC(=O)OCC)ccc2o1 (centres undefined),0%,24%,?,2%,-3.0,-0.1%,i,?,-6%
NS(=O)(=O)c1ccc(CNC(=S)NC2CCCC2)cc1,0%,-31%,0%,?,-0.1,0.1%,i,i,-2%
CCSc1nnc(NC(=O)CSc2nnc(-c3c[nH]c4ccccc34)n2CC)s1,7%,-1%,-13%,?,1.4,3.8%,i,i,1%
O=C(NNC(=O)c1ccccc1Cl)c1ccc2c(=O)n3c(nc2c1)CCC3,-5%,0%,25%,0%,-5.3,0.1%,i,?,1%
COc1ccc(Cl)cc1NC(=O)CSc1nc(C)cc(C)n1,7%,-5%,6%,-20%,0.9,3.8%,i,i,0%
Cc1ccc(NC2=CC(=O)CC(C)(C)C2)cc1C,2%,-23%,12%,0%,-1.6,-0.5%,i,i,-1%
COc1ccc(C2C(C#N)=C(/N=C/N3CCN(C)CC3)OC3=C2C(=O)CC(C)(C)C3)cc1 (centres undefined),-15%,9%,-10%,?,-1.7,-0.2%,i,i,-3%
Cc1cccc(Cn2c(=O)n(Cc3ccccc3)c(=O)c3oc4ccccc4c32)c1,11%,-14%,2%,?,.,-1.4%,.,i,.
CCCCNC(=O)CSc1nc2ccccc2nc1Cc1ccccc1,13%,-31%,.,6%,.,-0.1%,.,i,.
O=C(COC(=O)Cc1ccccc1[N+](=O)[O-])NC1CCCC1,-1%,7%,14%,0%,-2.4,-0.3%,i,i,0%
O=C(O)COc1ccccc1/C=N/NC(=O)c1ccc2c(c1)OCCO2,-1%,8%,?,27%,2.5,-0.1%,i,i,-2%
CC(=O)N(C)c1ccc(NC(=O)COc2ccc(Br)cc2C)cc1,1%,-4%,?,1%,-0.5,2.1%,i,?,1%
CC(C)NC(=O)c1ccccc1NC(=O)/C=C/c1cccc([N+](=O)[O-])c1,2%,-3%,2%,-1%,1.4,25%,i,i,3%
O=C(c1cc2ccccc2o1)N1CCN(c2ccccn2)CC1,4%,-1%,9%,1%,-1.8,0.5%,i,i,1%
COc1ccc(-c2noc(N3CCC(C(=O)N(C)c4ccccc4)CC3)n2)cc1,-10%,-24%,?,-20%,-1.0,0.1%,i,?,-2%
CCc1ccc(C(=O)c2cn(CC(=O)NC3CCCCC3)c3nc(C)ccc3c2=O)cc1,?,-17%,-15%,-10%,.,-0.3%,.,i,.
O=C(CC1(O)C(=O)N(CCc2ccccc2)c2ccccc21)c1ccccn1 (centres undefined),0%,0%,8%,1%,-2.1,3.7%,i,i,2%
O=C(NC1CCCCC1)C(c1cccs1)N(C(=O)C(F)(F)F)c1ccccc1 (centres undefined),-14%,2%,?,-33%,-0.8,-0.5%,i,i,-5%

# Entries listed so far that have fluorine (seven):
SMILES,A549 viability,HepG2 tox,Nrf2 inh,TGFb SMAD3 inh,CCT chaperon mod,Nrf2 activator,Akt phos inh,ATXN viability,Mm-Cpn inhibitor
O=C1CC(Sc2ncccn2)C(=O)N1c1ccccc1C(F)(F)F (centres undefined),10%,-2%,10%,-1%,0.2,4.3%,i,i,-4%
N#Cc1ccc(C2=CC(=O)C[C@H](c3ccc(F)cc3)C2)cc1,4%,23%,9%,-10%,0.0,2.6%,i,i,-5%
CN1CCN(c2ccc(NC(=O)c3ccc(C#N)cc3F)cc2Cl)CC1,1%,-16%,5%,-2%,0.3,-0.5%,i,i,-1%
O=S(=O)(c1ccc(F)cc1)N1CCN(CCOc2ccccc2)CC1,-4%,5%,-3%,7%,0.3,0.2%,i,i,-2%
COc1ccc(C(CNC(=O)Cc2ccccc2F)N2CCCCC2)cc1 (centres undefined),-14%,8%,10%,-1%,-1.2,0.3%,i,i,-3%
CCN(CC)C(=O)Cn1c(=O)nc(-c2ccccc2F)c2cc(Cl)ccc21,0%,3%,.,3%,.,-0.5%,.,.,.
O=C(NC1CCCCC1)C(c1cccs1)N(C(=O)C(F)(F)F)c1ccccc1 (centres undefined),-14%,2%,?,-33%,-0.8,-0.5%,i,i,-5%
